HTRA1 inh: inhibitors of human serine peptidase HTRA1; Q92743; recombinant HTRA1, FP-rhodamine activity-based probe, fluorescence polarization; inhibition, % at 5.96 µM; hit rate 0.5% among 340,000; in the data active = inhibition above about 36%;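 also: 0% = enzyme with DMSO and 100% = wells lacking enzyme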
Target sequence (Q92743 whole entry, looked up): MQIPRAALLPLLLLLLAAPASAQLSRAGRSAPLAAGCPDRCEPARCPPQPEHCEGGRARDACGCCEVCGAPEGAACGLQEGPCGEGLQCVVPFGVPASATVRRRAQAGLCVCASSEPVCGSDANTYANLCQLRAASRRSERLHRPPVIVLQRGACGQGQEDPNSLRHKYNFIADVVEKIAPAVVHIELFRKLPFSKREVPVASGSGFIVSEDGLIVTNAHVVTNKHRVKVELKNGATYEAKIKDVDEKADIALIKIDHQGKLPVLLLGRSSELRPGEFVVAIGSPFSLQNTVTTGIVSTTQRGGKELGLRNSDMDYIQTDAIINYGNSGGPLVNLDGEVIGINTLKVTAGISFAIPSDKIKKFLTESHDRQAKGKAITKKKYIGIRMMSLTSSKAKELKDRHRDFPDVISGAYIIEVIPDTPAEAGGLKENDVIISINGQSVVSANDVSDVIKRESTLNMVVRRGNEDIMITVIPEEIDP
TDP2 inh: blocks human TDP2 phosphodiesterase activity | hit rate 0.34% among 370,000 | inhibition, % at 12.8 µM | recombinant TDP2, T5PNP hydrolysis, p-nitrophenol absorbance 415 nm | AID 720702;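 active = inhibition above the mean of all tested compounds plus 3 SD, set per campaign, cut at about 25% in these data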;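 also: 0% = DMSO with enzyme and 100% = buffer with substrate but no TDP2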
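test system = human TDP2 enzyme | input = TDP2 enzyme at 120 nM final | medium = 50 mM Tris-HCl pH 7.5 with Mg2+, KCl, DTT, BSA | also added = T5PNP substrate, 5 mM | times = 2 h at 37 °C | technique = epi absorbance | benchmarks = high control without enzyme, low control DMSO plus TDP2 | replication = each compound tested once, singlicate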
mABHD4 FP: inhibitors of mouse ABHD4; Q8VD66; AID 720543; inhibition, % at 8.92 µM; purified mABHD4, FP-Rh probe fluorescence polarization; hit rate 0.54% among 370,000;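 active = inhibition exceeding the mean over every tested compound plus 3 SD, cut at about 30% in these data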;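 also: 0% = plate median of compound wells and 100% = S159A mutant with DMSO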
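Assay system: mABHD4 protein; medium: HEPES pH 7.0, NaCl, Pluronic buffer; dosing: 8.92 µM, single dose; schedule: 45 min + 60 min at 25 °C; signal: FP readout, ex 525 nm / em 598 nm; read-out: normalized percent inhibition of probe labeling; repeats: single replicate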
rCAG RNA binder: binds r(CAG) RNA repeats | r(CAG) RNA repeat, TO-PRO-1 dye displacement fluorescence | inhibition, % at 3 µM | hit rate 1.3% among 370,000 | AID 651821;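 active = inhibition above the plate cutoff, the mean of all test compounds on that plate plus 3 SD, cut at about 35% in these data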;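 also: 0% = DMSO alone and 100% = 100 µM mitoxantrone as full dye displacement; higher means more dye released from RNA so lower well fluorescence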
MBD2 inh: blocks human MBD2 binding to methylated DNA; TR-FRET, MBD2 binding to methylated oligonucleotide; Q9UBB5; hit rate 0.31% among 370,000; inhibition, % at 4.4 µM; in the data active = inhibition above about 13%
Target sequence (Q9UBB5 whole entry, looked up): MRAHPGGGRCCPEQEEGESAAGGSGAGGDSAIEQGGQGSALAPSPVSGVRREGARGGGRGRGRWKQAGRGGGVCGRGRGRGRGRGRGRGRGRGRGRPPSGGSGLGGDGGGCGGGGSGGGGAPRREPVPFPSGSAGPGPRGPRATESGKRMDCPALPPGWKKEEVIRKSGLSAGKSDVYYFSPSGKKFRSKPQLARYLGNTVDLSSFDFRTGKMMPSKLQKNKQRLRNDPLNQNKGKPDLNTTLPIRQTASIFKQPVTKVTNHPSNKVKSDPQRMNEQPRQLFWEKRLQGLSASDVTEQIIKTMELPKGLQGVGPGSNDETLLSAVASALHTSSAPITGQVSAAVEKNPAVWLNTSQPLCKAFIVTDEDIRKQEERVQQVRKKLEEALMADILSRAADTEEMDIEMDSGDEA
PRMT1 FP inh: inhibitors of human PRMT1 | Q99873 | recombinant PRMT1, activity-based probe fluorescence polarization | inhibition, % at 2.79 µM | hit rate 1.3% among 370,000 | AID 652257;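 active = inhibition above about 21% made by adding two undisclosed values, limit read from the data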
SIAE primary: blocks human sialic acid acetylesterase; SIAE FP-Rh probe binding, fluorescence polarization; hit rate 0.69% among 370,000; inhibition, % at 9.66 µM;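 active = inhibition above a cutoff: mean of compounds within the control limits plus 3 SD of those, cut at about 17% in these data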;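 also: 0% = plate median of compound wells and 100% = probe without SIAE protein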
NPR2 activator: GC-B (human) receptor activation; HEK293-GC-B cells, CNP EC30, cGMP TR-FRET; 0% at EC30 CNP, 100% saturating CNP; activation, % at 10 µM; hit rate 0.11% among 370,000; AID 1920062;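 active = activation at 10 µM reaching about 35% in either raw or pattern-adjusted values, limit read from the data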
LEDGF integ inh: blocks HIV-1 LEDGF/p75-dependent DNA integration | TR-FRET IN-LEDGF/p75 DNA integration, Eu/Cy5 | inhibition, % at 3.7 µM | hit rate 0.64% among 370,000;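 active = inhibition above the screen-wide mean plus 3 SD, cut at about 13% in these data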;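 also: signal is the Cy5 over europium emission ratio at 671 and 618 nm; 0% = plate median of compound wells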
TCR-CD3 inh: blocks the human TCR-CD3 interaction; TAMRA-labeled TCR probe fluorescence, biochemical; inhibition, % at 9.4 µM; hit rate 0.37% among 360,000; AID 651800; in the data active = inhibition above about 19%;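 also: recombinant mutant TCR 2C K166C tagged with TAMRA read by polarization; 0% = receptor in buffer alone and 100% = receptor with positive control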
The depositor's hits bear a star; . = not tested or not shown.

[1] Oc1cc(-c2ccncc2)cc2cccnc12
[2] COc1ccc(-c2nc(CN3CCN(C(=O)c4ccco4)CC3)c(C)o2)c(OC)c1C
[3] COc1nc(-c2ccccc2)cc(-c2ccc(OC)c(OC)c2)n1
[4] Cc1ccc(SCC(=O)O/N=C(\N)c2ccc([N+](=O)[O-])cc2)cc1
[5] COC(=O)[C@]12C[C@H](CC(=O)N3CCSCC3)C(=O)N(CCc3ccc(OC)c(OC)c3)C1=C[C@H](COCc1ccccc1)O[C@@H]2C
[6] CCC1=C(c2ccc(C)cc2)S(=O)(=O)N=C1N1CCC(C(=O)NCCCN2CCCCC2)CC1
screen / no.,1,2,3,4,5,6
HTRA1 inh,18,-3,-42,4,.,-1
TDP2 inh,-1,-10,-3,-4,12,-12
mABHD4 FP,7,-14,-20,-2,-2,-5
rCAG RNA binder,5,-4,-1,4,6,1
MBD2 inh,-6,9,-3,9,4,1
PRMT1 FP inh,1,6,-1,0,-1,-6
SIAE primary,12,3,-13,10,4,4
NPR2 activator,-26,2,-2,-3,6,9
LEDGF integ inh,-4,-4,0,2,-2,0
TCR-CD3 inh,6,0,0,-6,.,2

[7] O=C(NN1CCCCC1)c1cnn2c(C(F)F)cc(-c3ccccc3)nc12
[8] COC(=O)[C@H]1CN(C(=O)c2ccccc2)C(=O)N1
[9] Cc1ccc(CNC(=O)CSc2nc(C)cs2)cc1
[10] Cc1nnc(NC(=O)CSc2ccccc2N)s1
[11] CC1=C(C(=O)OCc2ccc3c(c2)OCO3)C(c2ccc(O)c([N+](=O)[O-])c2)NC(=O)N1 (stereo not given)
[12] Oc1ccc(-c2[nH]ncc2-c2cccc3cccnc23)c(O)c1
screen / no.,7,8,9,10,11,12
HTRA1 inh,1,2,0,1,10,10
TDP2 inh,4,2,-8,0,-2,-1
mABHD4 FP,2,4,-2,4,15,2
rCAG RNA binder,-1,-3,-1,4,4,0
MBD2 inh,-2,3,2,1,4,2
PRMT1 FP inh,-3,3,0,1,4,2
SIAE primary,9,5,3,2,-4,1
NPR2 activator,0,6,-1,-2,-3,-1
LEDGF integ inh,1,0,3,-5,-3,-4
TCR-CD3 inh,6,-2,3,2,-6,1

[13] CC(C)(C)N1CC(C(=O)O)CC1=O (stereo not given)
[14] O=C(Nc1nnc(C2CC2)s1)C1Cc2ccccc2CN1S(=O)(=O)c1cccs1 (stereo not given)
[15] C=CCN1C(=O)C(Cc2ccc(C)cc2)S/C1=N/N=C/c1ccco1 (stereo not given)
[16] FC(F)Oc1ccc(NC(=S)NCC2COc3ccccc3O2)cc1 (stereo not given)
[17] COc1ccccc1/C=N/Nc1nc(C)cc(C)n1
[18] O=S(=O)(CCOc1ccccc1)N1CCOCC1
screen / no.,13,14,15,16,17,18
HTRA1 inh,4,-21,-12,-11,6,1
TDP2 inh,6,0,5,8,3,-6
mABHD4 FP,0,-1,-4,-15,-2,5
rCAG RNA binder,2,11,-4,1,10,-3
MBD2 inh,3,2,-3,-1,1,13
PRMT1 FP inh,0,-3,-2,-2,3,2
SIAE primary,0,-8,6,-1,0,9
NPR2 activator,3,4,-4,-3,-1,-6
LEDGF integ inh,3,3,-1,2,2,0
TCR-CD3 inh,3,5,3,6,-4,2

[19] Cc1ccc(NC(=O)CN(C)C(=O)COC(=O)CCS(=O)(=O)c2ccc(C)cc2)cc1
[20] O=C(Nc1ccc2snnc2c1)N1CCSCC1
[21] CCOP(=O)(OCC)c1nc(-c2ccc(C)cc2)oc1N1CCOCC1
[22] COc1ccc(C(C)(C)C)cc1NC(=O)c1cccc(S(=O)(=O)N2CCN(C(C)=O)CC2)c1
[23] CC(C)CN(C(=O)COC(=O)CSc1ccc(Br)cc1)C1CCS(=O)(=O)C1 (stereo not given)
[24] CCOC(CNc1cc(C)nc2c(-c3ccccc3OC)c(C)nn12)OCC
screen / no.,19,20,21,22,23,24
HTRA1 inh,2,-2,7,2,-5,6
TDP2 inh,-2,5,-10,-11,-8,-2
mABHD4 FP,-1,-4,3,-3,-1,1
rCAG RNA binder,-7,3,-10,0,-4,-11
MBD2 inh,-3,6,-1,-3,-3,2
PRMT1 FP inh,6,2,0,-7,3,3
SIAE primary,4,-2,-1,-2,5,0
NPR2 activator,-5,3,1,-4,-3,2
LEDGF integ inh,-4,5,-3,-1,-1,-3
TCR-CD3 inh,-6,0,10,-3,6,-7

[25] CCCCN(CCCC)S(=O)(=O)c1ccc(NC(=O)c2cccs2)cc1
[26] O=C(N/N=C(\Cc1ncc[nH]1)c1ccccc1)c1ccccc1
[27] CCCn1c(SCC(=O)Nc2ccc(Cl)cn2)nnc1C1CC1
[28] O=C(CN1C(=O)NC2(CCCC2)C1=O)N1CCN(S(=O)(=O)c2ccccc2[N+](=O)[O-])CC1
[29] O=C(O)CC1C(=O)NCCN1CCCc1ccccc1 (stereo not given)
[30] O=C1NC2(CCCCC2)CO1
screen / no.,25,26,27,28,29,30
HTRA1 inh,-105,.,1,-1,0,4
TDP2 inh,-11,0,-12,2,2,4
mABHD4 FP,-101,15,-10,1,5,-5
rCAG RNA binder,16,1,-8,-1,5,0
MBD2 inh,1,-3,7,0,-5,6
PRMT1 FP inh,3,2,7,-7,4,0
SIAE primary,-140,9,-1,13,2,1
NPR2 activator,-2,-1,0,8,0,4
LEDGF integ inh,2,3,-6,6,2,-1
TCR-CD3 inh,2,6,0,1,7,2

[31] CCc1ccc(NC(=O)Cn2cnc([N+](=O)[O-])c2)cc1
[32] CCOC(=O)C(NC(=O)CCl)(Nc1sc(C)c(CC)c1C#N)C(F)(F)F (stereo not given)
[33] O=C(NC1=NCCS1)c1ccccc1OCc1ccccc1Cl
[34] O=c1c2c3nc4ccccc4nc3n(CCN3CCOCC3)c2ncn1CCN1CCOCC1
[35] CCOC(=O)[C@H]1[C@H]2COc3ccc(Cl)cc3[C@@H]2N2C(=O)c3ccc(C)cc3NC(=O)[C@@]12C
[36] C=CCn1c(COc2ccc(C)cc2)nnc1SCc1ccc([N+](=O)[O-])cc1
screen / no.,31,32,33,34,35,36
HTRA1 inh,1,-17,-5,4,-18,.
TDP2 inh,9,4,-2,0,4,-5
mABHD4 FP,0,-1,-10,-4,4,3
rCAG RNA binder,-1,-2,-4,-10,0,-1
MBD2 inh,-1,0,1,-6,4,-2
PRMT1 FP inh,1,22*,-3,-2,0,-6
SIAE primary,7,11,-6,2,-19,4
NPR2 activator,1,5,-2,-8,-3,-7
LEDGF integ inh,0,2,7,1,-1,-1
TCR-CD3 inh,5,2,2,9,0,.

[37] COC(=O)c1cc(Cl)c(NC(=O)/C=C/c2ccc(OC)c(OC)c2)cc1OC
[38] COc1ccc(N(C(=O)c2ccncc2)S(=O)(=O)c2ccc3c4c(cccc24)C(=O)N3C)cc1
[39] CCC(C)(C)NC(=O)C(C(C)C)N(CC1CCCO1)C(=O)CNS(=O)(=O)c1ccccc1 (stereo not given)
[40] O=C(CSc1nnc(NC(=O)Cc2ccccc2)s1)NCC1CCCO1 (stereo not given)
[41] CCCCN(C(=O)c1ccc(OC)c([N+](=O)[O-])c1)c1c(N)n(CCC)c(=O)[nH]c1=O
[42] COc1ccc(NC(=O)Cn2c(=O)n(CC3CCCO3)c(=O)c3ccccc32)c(OC)c1 (stereo not given)
screen / no.,37,38,39,40,41,42
HTRA1 inh,-18,-1,-19,-2,0,-2
TDP2 inh,2,2,-2,-5,0,-2
mABHD4 FP,-9,1,3,-2,2,-6
rCAG RNA binder,1,2,-3,1,-2,-3
MBD2 inh,-1,6,-4,3,2,8
PRMT1 FP inh,0,0,-2,3,3,1
SIAE primary,-11,2,-7,7,2,-4
NPR2 activator,11,-1,-2,0,0,-1
LEDGF integ inh,-3,-6,-5,1,-1,5
TCR-CD3 inh,-7,5,1,4,-7,10

Quoted from the listing:
CCC(C)(C)NC(=O)C(C(C)C)N(CC1CCCO1)C(=O)CNS(=O)(=O)c1ccccc1 (stereo not given) in mABHD4 FP has 3
COC(=O)c1cc(Cl)c(NC(=O)/C=C/c2ccc(OC)c(OC)c2)cc1OC in HTRA1 inh has -18

The list continues:
[43] O=C(CSc1nc2ccccc2c(=O)[nH]1)Nc1ccccc1O
[44] Cc1oc2c(c(C)cc3oc(=O)c(CC(=O)NCCCN4CCCC4=O)c(C)c32)c1C
[45] CN(Cc1ccco1)S(=O)(=O)c1cc(F)ccc1CN1C(=O)c2cccnc2C1=O
[46] Cc1cc(C)c2c(c1)[C@@H]1C=CC[C@@H]1[C@H](c1ccc(S(=O)(=O)N3CCOCC3)cc1)N2
[47] CCN(C(=O)/C=C/c1cc(OC)c(OC)c(OC)c1)C1CCCCC1
screen / no.,43,44,45,46,47
HTRA1 inh,-5,-5,6,-20,0
TDP2 inh,7,4,19,3,6
mABHD4 FP,17,1,11,5,-2
rCAG RNA binder,6,-3,0,25,-10
MBD2 inh,-1,-3,9,-6,0
PRMT1 FP inh,-1,3,7,8,-4
SIAE primary,2,4,2,5,3
NPR2 activator,-5,6,2,-2,-2
LEDGF integ inh,5,-6,-1,-1,-1
TCR-CD3 inh,9,5,-6,11,2

Gathered by group: those above containing a nitro group on carbon (6)
[4] Cc1ccc(SCC(=O)O/N=C(\N)c2ccc([N+](=O)[O-])cc2)cc1
[11] CC1=C(C(=O)OCc2ccc3c(c2)OCO3)C(c2ccc(O)c([N+](=O)[O-])c2)NC(=O)N1 (stereo not given)
[28] O=C(CN1C(=O)NC2(CCCC2)C1=O)N1CCN(S(=O)(=O)c2ccccc2[N+](=O)[O-])CC1
[31] CCc1ccc(NC(=O)Cn2cnc([N+](=O)[O-])c2)cc1
[36] C=CCn1c(COc2ccc(C)cc2)nnc1SCc1ccc([N+](=O)[O-])cc1
[41] CCCCN(C(=O)c1ccc(OC)c([N+](=O)[O-])c1)c1c(N)n(CCC)c(=O)[nH]c1=O
screen / no.,4,11,28,31,36,41
HTRA1 inh,4,10,-1,1,.,0
TDP2 inh,-4,-2,2,9,-5,0
mABHD4 FP,-2,15,1,0,3,2
rCAG RNA binder,4,4,-1,-1,-1,-2
MBD2 inh,9,4,0,-1,-2,2
PRMT1 FP inh,0,4,-7,1,-6,3
SIAE primary,10,-4,13,7,4,2
NPR2 activator,-3,-3,8,1,-7,0
LEDGF integ inh,2,-3,6,0,-1,-1
TCR-CD3 inh,-6,-6,1,5,.,-7

Assay outcomes from PubChem BioAssay.

Some of the compounds tested, so the mix of outcomes need not match the whole.
